SIRT5 inh: sirtuin-5 (human) deacylase inhibition; Q9NXA8; 330,000 compounds, 1.1% hits; inhibition, % at 15 µM; Purified SirT5, succinyl-peptide AMC, trypsin-coupled fluorescence; in the data active = inhibition above about 15%; inconclusive = no clear call, values can overlap the other calls
Target sequence (Q9NXA8 whole entry, looked up): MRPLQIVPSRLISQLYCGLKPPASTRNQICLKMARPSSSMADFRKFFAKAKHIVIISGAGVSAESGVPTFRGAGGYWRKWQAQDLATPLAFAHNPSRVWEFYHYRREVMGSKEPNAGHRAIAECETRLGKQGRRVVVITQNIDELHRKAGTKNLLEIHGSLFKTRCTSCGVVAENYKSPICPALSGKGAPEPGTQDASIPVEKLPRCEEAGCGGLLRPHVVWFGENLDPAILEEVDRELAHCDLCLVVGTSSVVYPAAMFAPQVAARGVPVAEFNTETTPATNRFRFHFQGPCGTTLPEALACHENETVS
LGR2 inh: Drosophila LGR2 receptor signaling inhibition; HEK293 LGR2, CRE-luciferase, bursicon-stimulated, 4 h; inhibition, % at 9.99 µM; 380,000 compounds, 0.35% hits; AID 720647;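 active = drop in luminescence signal, shown as inhibition above about 50% in the replicate tests, limit read from the data, passing the limit was not always enough; inconclusive = probably only some replicates passing the limit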;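 also: agonist challenge used bursicon conditioned medium at about half maximal strength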
DENV2 CPE rescue: DENV2-induced cell death inhibition; DENV2-infected cells, cytopathic effect rescue, plate reader; CPE inhibition, % at 9.99 µM; 350,000 compounds, 1.7% hits; in the data active = CPE inhibition above about 20%, passing the limit was not always enough; inconclusive = no clear call, values can overlap the other calls; tested in BHK-21 cells;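 also: 0% = median of neutral control wells and 100% = median of positive control wells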
Casp6 inh: caspase-6 (human) enzyme inhibition; P55212; purified caspase-6, Z-VEID-R110 cleavage fluorescence; inhibition, % at 12.5 µM; 350,000 compounds, 0.53% hits; AID 686996;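 active = mean inhibition across replicates at least about 35%, with every replicate also reaching that limit, limit read from the data; inconclusive = only one of the two criteria met; inactive = neither criterion met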;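 also: 0% = median of neutral control wells and 100% = no fluorescence left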
Target sequence (P55212 24-179 limits assumed): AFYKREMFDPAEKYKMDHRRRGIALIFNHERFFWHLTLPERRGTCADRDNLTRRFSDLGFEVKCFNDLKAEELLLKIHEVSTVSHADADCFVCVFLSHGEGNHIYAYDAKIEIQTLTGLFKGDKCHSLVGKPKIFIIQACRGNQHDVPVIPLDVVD
Target sequence (P55212 194-293 limits assumed): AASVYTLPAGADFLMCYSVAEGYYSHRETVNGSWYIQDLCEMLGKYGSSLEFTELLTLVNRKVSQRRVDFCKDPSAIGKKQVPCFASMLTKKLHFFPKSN
EWS-Fli inh: inhibitors of EWS/Fli oncoprotein transcriptional activity | inhibition, % at 12.6 µM | A673 NR0B1-luciferase reporter, viability-normalised | AID 651661 | 350,000 compounds, 0.67% hits;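 active = mean inhibition of at least 50% after viability correction, with every replicate also passing that limit; inconclusive = mean reaches 50% but only one of two replicates passes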;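 also: firefly luciferase signal divided by Alamar Blue viability fluorescence both relative to DMSO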
PAX8 reporter: lowers PAX8-driven luciferase in RMG-I cells. 360,000 compounds, 1.2% hits. inhibition, % at 12.6 µM. RMG-I TPO-luciferase reporter, SteadyGlo, 24 h;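 active = mean replicate inhibition at least 60% with every replicate also reaching 60%; inconclusive = only one of the two criteria is met; inactive = mean below 60% and not all replicates reaching 60%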;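 also: luciferase light reporting Pax8 driven TPO promoter activity; plate controls were median of neutral control wells for no effect and mitoxantrone controls for full effect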
ARNT TACC3 PPI: disruptors of human ARNT/TACC3 interaction; Q9Y6A5; AlphaScreen His-ARNT PAS-B/GST-TACC3 binding, luminescence; TACC3 fragment carries E629A point mutation; inhibition, % at 9.99 µM; 390,000 compounds, 0.66% hits; AID 623870;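 active = mean inhibition of replicates at least 50% and at least half of replicates each reaching 50%; inconclusive = half or more replicates reach 50% but mean below 50%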;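 also: 0% = complete ARNT plus TACC3 wells and 100% = ARNT alone without TACC3; many hits fall short of the cut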
An asterisk follows results filed as active; u = inconclusive; x = not tested or not shown; & = joins results of further samples.

SMILES	SIRT5 inh	LGR2 inh	DENV2 CPE rescue	Casp6 inh	EWS-Fli inh	PAX8 reporter	ARNT TACC3 PPI
CC(NC(=O)c1ccc(Cl)cc1)C(=O)N1CCCCC1 (configuration not stated)	-5	6	-2	0	-7	-3	-1
COc1ccc(NC(=O)O/N=C/c2ccncc2)cc1	1	-39	5	1	-43	-28	7
CCOC(=O)N1CCN(S(=O)(=O)N2CCCC(C(=O)NCc3ccccc3OCC)C2)CC1 (configuration not stated)	x	4	5	2	-8	-32	x
O=S(=O)(c1ccc(Cl)s1)N1CCN(CCc2ccccc2)CC1	-9	9	5	-4	11	x	-4
CCOc1ccc(NC(=O)/C=C/c2ccc(OC)cc2)c([N+](=O)[O-])c1	x	30	x	x	x	-5	-13
COc1ccc2cc(/C=N/NC(=O)CN(c3ccccc3OC)S(=O)(=O)c3ccccc3)c(Cl)nc2c1	-1	-8	3	-4	-13	-19	x
CC(=O)c1ccc(NC(=O)c2ccc(S(=O)(=O)c3ccccc3)cc2)cc1	x	-3	x	x	x	-17	-12
CCC(=O)Nc1ccc2c(c1)OC[C@@H](C)N(C(=O)c1ccccn1)C[C@H](C)[C@@H](OC)CN(C)C2=O	-5	17	-3	0	-10	-9	5
COc1ccc(C(=O)Nc2ccc3nc(N4CCOCC4)sc3c2)cc1OC	-5	-3	u	-1	1	43	1
Cn1cnc(S(=O)(=O)N[C@@H]2C=C[C@H](CC(=O)Nc3ccc(-c4ccccc4)cc3)O[C@@H]2CO)c1	1	4	1	1	-9	7	-7
N#C[C@@H]1[C@@H](c2ccc(-c3cccc(F)c3)cc2)[C@@H](CO)N1C(=O)c1cccnc1	8	-25	5	-2	9	-5	x
CC(=O)COC(=O)CCc1nc2ccccc2[nH]c1=O	0	-1	x	1	2	x	-13
COCC(=O)Nc1ccc2c(c1)C(=O)N(C)[C@@H]1CC[C@@H](CC(=O)NCc3ccccc3F)O[C@@H]1CO2	-3	-12	-3	1	-5	-13	-28
Cc1ccc(S(=O)(=O)Nc2ccc3c(c2)C(=O)N([C@H](C)CO)C[C@H](C)[C@@H](CN(C)S(=O)(=O)c2ccccc2)OCCCC[C@@H](C)O3)cc1	4	10	u	1	-6	-11	-2
Cc1cc(C(=O)Nc2ccccn2)no1	-3	x	6	2	-58	x	18
Cc1ccc(CN2C(=O)CCC2(C)c2nnnn2Cc2ccccc2)cc1 (configuration not stated)	1	8	u	-1	0	-22	x
O=[N+]([O-])c1c(C(Cl)Cl)nn(-c2ccccc2)c1N1CCCC1	2	10	4	-1	-26	x	6
Cc1cccc(NC(=O)[C@@H]2CCCN2C(=O)OC(C)(C)C)c1C	-5	-18	2	x	-1	-1	0
C[C@H]1CCCCO[C@H](CN(C)S(=O)(=O)c2ccc(F)cc2)[C@@H](C)CN([C@@H](C)CO)C(=O)c2cc(NS(C)(=O)=O)ccc2O1	3	-9	-7	1	-4	-5	0
Cc1cc(Nc2cccc(Cl)c2)nc(NCc2ccccc2)n1	1	x	3	2	14	8	x
Cc1ccc(S(=O)(=O)NCC(=O)N(CC(=O)NCc2ccco2)Cc2ccccc2)cc1	-2	-12	0	0	-2	11	x
CN(C)CC(=O)N[C@@H]1C[C@@H]2O[C@@H](CO)CC[C@@H]2O[C@@H]1CCc1ccc(-c2ccc(F)cc2)cc1	4	x	u	-3	-1	3	x
COc1cc(NC(=O)c2oc3ccccc3c2C)ccc1NC(=O)c1ccco1	0	14	-1	1	-45	3	10
O=C(NC1=NCCS1)c1cccc(S(=O)(=O)N2CCc3ccccc32)c1	-2	28	6	-1	-6	26	-2
Cc1ccc(C(=O)N2CCN(c3ccc(C(F)(F)F)cn3)CC2)o1	5	-6	-4	3	7	1	1

Some of these compounds in order of formula weight, ascending:
SMILES	SIRT5 inh	LGR2 inh	DENV2 CPE rescue	Casp6 inh	EWS-Fli inh	PAX8 reporter	ARNT TACC3 PPI
Cc1cc(C(=O)Nc2ccccn2)no1	-3	x	6	2	-58	x	18
COc1ccc(NC(=O)O/N=C/c2ccncc2)cc1	1	-39	5	1	-43	-28	7
CC(=O)COC(=O)CCc1nc2ccccc2[nH]c1=O	0	-1	x	1	2	x	-13
Cc1cc(Nc2cccc(Cl)c2)nc(NCc2ccccc2)n1	1	x	3	2	14	8	x
Cc1ccc(C(=O)N2CCN(c3ccc(C(F)(F)F)cn3)CC2)o1	5	-6	-4	3	7	1	1
CCOc1ccc(NC(=O)/C=C/c2ccc(OC)cc2)c([N+](=O)[O-])c1	x	30	x	x	x	-5	-13
O=S(=O)(c1ccc(Cl)s1)N1CCN(CCc2ccccc2)CC1	-9	9	5	-4	11	x	-4
CC(=O)c1ccc(NC(=O)c2ccc(S(=O)(=O)c3ccccc3)cc2)cc1	x	-3	x	x	x	-17	-12
N#C[C@@H]1[C@@H](c2ccc(-c3cccc(F)c3)cc2)[C@@H](CO)N1C(=O)c1cccnc1	8	-25	5	-2	9	-5	x
COc1cc(NC(=O)c2oc3ccccc3c2C)ccc1NC(=O)c1ccco1	0	14	-1	1	-45	3	10
CCC(=O)Nc1ccc2c(c1)OC[C@@H](C)N(C(=O)c1ccccn1)C[C@H](C)[C@@H](OC)CN(C)C2=O	-5	17	-3	0	-10	-9	5
COCC(=O)Nc1ccc2c(c1)C(=O)N(C)[C@@H]1CC[C@@H](CC(=O)NCc3ccccc3F)O[C@@H]1CO2	-3	-12	-3	1	-5	-13	-28

New compounds follow
SMILES	SIRT5 inh	LGR2 inh	DENV2 CPE rescue	Casp6 inh	EWS-Fli inh	PAX8 reporter	ARNT TACC3 PPI
COC(=O)/C(C#N)=C/c1c(-c2ccccc2)nc2n1CCS2	3	3	17	3	-3	5	-3
O=C(OC(C(=O)Nc1ccc(Cl)c(C(F)(F)F)c1)c1ccccc1)C1=COCCO1 (configuration not stated)	x	4	x	x	x	10	-5
CC(Cc1ccco1)NC(=O)c1ccc(C(F)(F)F)cc1 (configuration not stated)	-1	-102	12	8	-52	-154	2
C[C@H]1CN([C@@H](C)CO)C(=O)c2cc(NS(=O)(=O)c3ccc(Cl)cc3)ccc2O[C@@H]1CN(C)CC1CCCCC1	3	-8&17	-4&4	3	-6&-2	9	-3&1
COCCn1c(SCC(=O)Nc2ccc(OC)c(S(N)(=O)=O)c2)nc2ccccc2c1=O	2	2	12	1	-1	9	-6
C[C@@H]1CN([C@H](C)CO)C(=O)Cc2cc(NC(=O)CCN3CCOCC3)ccc2O[C@@H]1CN(C)CC1CC1	-3	-6	3	-12	-3	-42	4
COc1ccc(OCC(=O)Nc2ccc(NC(=O)c3ccco3)c(C)c2)cc1	-1	-9	-4	-1	-17	7	-6
CC(C)C(=O)NC(c1ccc(N(C)C)cc1)c1c(O)ccc2ccccc12 (configuration not stated)	-13	2	1	-3	-7	14	-4
CC1CCCN(C(=O)c2ccc3c(c2)OCO3)C1 (configuration not stated)	-1	17	-3	28	-8	-14	2
CCOc1cc(NC(=O)c2ccccc2C(=O)O)c(OCC)cc1NC(=O)c1ccccc1F	-1	x	2	1	15	34	11
Cc1ccc(NC(=O)C2CCCN2C(=O)OCc2ccccc2)cc1C (configuration not stated)	3	2	-2	5	4	10	-26
CC(CC(=O)C1C(C)C=CCC1(C)C)NNC(N)=O (configuration not stated)	1	-18	7	-4	-2	4	9
Cc1nn(C)cc1NC(=O)C[C@H]1CC[C@H]2[C@@H](COc3ccc(NC(=O)NC(C)C)cc3C(=O)N2C)O1	5	-6	u	-1	-11	-13	20
C[C@@H]1CN([C@H](C)CO)C(=O)c2cc(NC(=O)Cc3ccccc3)ccc2O[C@H]1CN(C)Cc1ccc(Oc2ccccc2)cc1	14&-1	-13&11	6&-4	0&0	3&7	38	7&-2
CCC(C)[C@H](NC(=O)[C@@H]1CSC2c3ccccc3C(=O)N21)C(=O)NCc1ccco1 (some centres not stated)	-1	-1	2	7	x	9	4
CNC[C@@H]1OCc2cn(nn2)CCCC(=O)N([C@H](C)CO)C[C@H]1C	x	14	x	x	2	-8	x
CC=Cc1ccc2n(c1=O)C[C@H]1[C@H](CO)[C@@H](C(=O)NCC(F)(F)F)N(C(=O)c3cccnc3)[C@@H]21 (mixture of isomers)	0	17	2	0	-1	x	-3
O=C(CSc1nnc(Cc2ccccc2)o1)c1ccc(F)cc1	0	-11	-5	0	5	-2	-4
Cc1ccc(OC(=O)c2sc3ncn(C)c(=O)c3c2C)cc1	0	-84	9	-1	-27	-75	-3
Cc1onc(-c2ccccc2)c1CNC(=O)CN1C(=O)c2ccccc2C1=O	-4	3	-1	-4	-2	11	-12
Cc1noc(C)c1S(=O)(=O)N(C)C[C@H]1Oc2ccc(NC(=O)CCC(F)(F)F)cc2C(=O)N([C@H](C)CO)C[C@@H]1C	x	-13	-1	1	-3	-26	-6
C[C@@H]1CN([C@H](C)CO)C(=O)c2cc(C#CC3(O)CCCC3)cnc2O[C@@H]1CN(C)S(=O)(=O)c1ccc(F)cc1	3	6	-3	2	-6	-17	25
COc1ccc([C@H]2CC(=O)C=C(c3cccc(CO)c3)C2)cc1OC	-1	-36	-5	-1	2	-20	1
C[C@H](CO)N1C[C@H](C)[C@@H](CN(C)S(C)(=O)=O)OCCCC[C@H](C)Oc2ccc(NC(=O)Nc3ccc(F)cc3)cc2C1=O	x	1	26*	x	-3	4	-4
Cc1ccc(S(=O)(=O)N(C)C[C@H]2Oc3c(NS(=O)(=O)c4ccc(F)cc4)cccc3C(=O)N([C@@H](C)CO)C[C@@H]2C)cc1	x	-4	-17	x	13	43	17
SMILES	SIRT5 inh	LGR2 inh	DENV2 CPE rescue	Casp6 inh	EWS-Fli inh	PAX8 reporter	ARNT TACC3 PPI
CCOc1ccc(C(=O)NN2C(=S)NC(C)(C)C=C2C)cc1	1	-15	5	-4	-18	0	-9
CC(C)NC(=O)N(C)C[C@@H]1Oc2ccc(NS(C)(=O)=O)cc2C(=O)N([C@@H](C)CO)C[C@@H]1C	1	12	20*	-1	3	-28	22
C[C@@H]1CN([C@@H](C)CO)C(=O)c2cc(NS(=O)(=O)c3cn(C)cn3)ccc2O[C@@H]1CN(C)C(=O)Nc1cccc2ccccc12	0	9	6	9	4	x	1
CC(C)(O)C#Cc1ccc([C@@H]2[C@@H](CO)N3CCCCN(S(C)(=O)=O)C[C@H]23)cc1	-4	0	12	0	-10	-7	3
CC(=O)Nc1ccc(C(=O)N/N=C/c2ccc(F)cc2)cc1	-1	-3	13	0	2	-24	-11
COc1ccc(S(=O)(=O)Nc2ccc3c(c2)C(=O)N([C@@H](C)CO)C[C@H](C)[C@H](CN(C)C(=O)c2ccccc2)OCCCC[C@@H](C)O3)cc1	-3	10	15	-3	0	2	-5
C[C@@H]1CN([C@H](C)CO)C(=O)c2cccc(N(C)C)c2O[C@@H]1CN(C)S(=O)(=O)c1ccccc1	-1	-11	-6	0	-3	-5	3
COC(=O)[C@@H]1[C@@H](CO)[C@@H]2Cn3c(ccc(C4=CCCC4)c3=O)[C@@H]2N1Cc1cncnc1	-4	-11	0	-1	-6	x	-4
CCOc1ccc(C2C(C(N)=O)=C(C)Nc3ncnn32)cc1OC (configuration not stated)	-1	-14	-7	-1	2	-44	6
CCn1nnnc1NCc1ccc(OCc2ccc(F)cc2Cl)c(OC)c1	2	-11	-1	0	12	15	12
O=C(C[C@@H]1C=C[C@@H](NC(=O)C2CC2)[C@H](CO)O1)Nc1ccccc1	1	15	u	-1	-6	-10	-1
CCC(=O)N(C)C[C@H]1Oc2cc(C#CCN(C)C)ccc2S(=O)(=O)N([C@H](C)CO)C[C@H]1C	4	-6	4	2	0	x	-17
C[C@@H]1CCCCO[C@@H](CN(C)Cc2ccc(C(F)(F)F)cc2)[C@H](C)CN([C@H](C)CO)C(=O)c2cc(NC(=O)CCCN(C)C)ccc2O1	-9	5	-11	0	12	x	3

Screening data as filed in PubChem BioAssay.

Compounds were not picked by outcome; any-hit rate near 4.9%.
